Assay outcomes deposited in PubChem BioAssay by Sanford-Burnham Center for Chemical Genomics.
UBC13 polyUb – human UBC13 polyubiquitination inhibition; inhibition, % at 20 µM; P61088; 0.47% of 330,000 active; UBC13 polyubiquitin chain formation, TR-FRET; in the data active = inhibition above about 45%, passing the limit was not always enough
Target sequence (P61088 whole entry, looked up): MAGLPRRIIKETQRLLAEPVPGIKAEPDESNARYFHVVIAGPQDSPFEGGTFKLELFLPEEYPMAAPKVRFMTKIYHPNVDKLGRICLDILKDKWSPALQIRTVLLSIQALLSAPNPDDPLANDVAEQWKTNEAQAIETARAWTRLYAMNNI
Jurkat NFkB inh – inhibitors of the PMA/ionomycin-induced NF-kB reporter in Jurkat cells; PMA/ionomycin-induced NF-kB luciferase reporter, luminescence; inhibition, % at 4 µM; 0.53% of 330,000 active
Apaf1 inhib – human Apaf-1 inhibition; 0.71% of 330,000 active; inhibition, % at 20 µM; reconstituted apoptosome caspase-3 activity, DEVD-Rh110 fluorescence; O14727; AID 489030; active = inhibition of at least 40% at 20 µM;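 also: plate controls were DMSO wells for no effect and DEVD-CHO caspase inhibitor wells for full effect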
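Material: reconstituted apoptosome with Apaf-1, cytochrome c, caspase-9, procaspase-3, dATP / Buffer or medium: pH 7.5 Hepes buffer with CHAPS, BSA, DTT / Also added: cytochrome c with DEVD-Rh110 / Schedule: compound with Apaf-1, dATP, procaspase-3 30 min, then 50 min reaction, room temperature / Technique: rhodamine 110 fluorescence at Ex 480/Em 540 nm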
Gli-Sufu block – antagonists of Gli-Sufu signaling; AID 588413; inhibition, % at 5 µM; Sufu-KO-LIGHT fibroblasts, Gli luciferase reporter luminescence; 0.74% of 340,000 active;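 active = inhibition above about 55%, limit read from the data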;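 also: 0% = DMSO-treated cells and 100% = wells with medium but no cells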
CCR6 antagonist – CCR6 (human) receptor antagonism. CHO-K1 CCR6 PathHunter beta-arrestin, luminescence, CCL20-stimulated. P51684. 0.49% of 340,000 active. inhibition, % at 20 µM;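 active = compounds whose inhibition of the agonist-driven luminescence signal at 20 µM reaches about 50%, limit read from the data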;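 also: cells stimulated with CCL20 at 14 nM final; plate controls were DMSO with CCL20 for no effect and DMSO without agonist for full effect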
EBI2 antag – blocks human EBI2 receptor beta-arrestin signaling; 0.81% of 360,000 active; inhibition, % at 5 µM; P32249; EBI2 beta-arrestin recruitment, luminescence, 7a,25-OHC stimulated; AID 651636; in the data active = inhibition above about 38%;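 also: enzyme fragment complementation signal reports receptor beta-arrestin coupling in cells; 0% = agonist plus DMSO wells and 100% = wells without agonist; some results beyond the cut were filed as inactive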
Target sequence (P32249 whole entry, looked up, the tested form may be a part): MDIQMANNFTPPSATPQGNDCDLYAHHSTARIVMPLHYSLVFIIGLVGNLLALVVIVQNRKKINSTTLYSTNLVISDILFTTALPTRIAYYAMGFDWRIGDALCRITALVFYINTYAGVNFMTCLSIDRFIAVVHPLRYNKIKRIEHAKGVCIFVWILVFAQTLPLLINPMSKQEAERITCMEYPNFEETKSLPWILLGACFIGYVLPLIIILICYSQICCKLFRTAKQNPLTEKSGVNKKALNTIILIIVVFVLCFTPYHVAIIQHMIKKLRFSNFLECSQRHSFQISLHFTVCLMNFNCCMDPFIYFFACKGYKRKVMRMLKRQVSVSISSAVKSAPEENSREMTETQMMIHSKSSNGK
SENP8 inh – SENP8 protease inhibition. Q96LD8. purified SENP8, Z-RLRGG-aminoluciferin cleavage, luminescence. inhibition, % at 10 µM. 1.2% of 330,000 active. AID 2540
Target sequence (Q96LD8 whole entry, looked up): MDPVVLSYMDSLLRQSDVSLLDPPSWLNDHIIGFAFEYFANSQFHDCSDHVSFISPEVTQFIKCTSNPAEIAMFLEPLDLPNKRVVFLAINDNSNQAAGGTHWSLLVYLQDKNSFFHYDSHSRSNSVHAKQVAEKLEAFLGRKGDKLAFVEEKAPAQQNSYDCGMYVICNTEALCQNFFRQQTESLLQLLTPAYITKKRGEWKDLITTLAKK
697 NFkB inh – lowers PMA/ionomycin-induced NF-kB signal in 697 B cells; inhibition, % at 4 µM; 0.33% of 330,000 active; 697 B-cell NF-kB luciferase reporter, 16 h; AID 435022; in the data active = inhibition above about 35%
Numbers without * were called inactive. Rule as the data show it, unless noted: active = inhibition above about 50%; inactive = the rest. These rows are one share of the data (hit frequency here may not be typical).

Sample of the layout:
How did Cc1ccc(-n2c(SCC(=O)N3c4ccccc4Sc4ccccc43)nnc2-c2ccncc2)cc1 do in these assays?
UBC13 polyUb: 8.1; Jurkat NFkB inh: 12.6; Apaf1 inhib: 25.4; Gli-Sufu block: 15.3; CCR6 antagonist: 22.4; EBI2 antag: 27.3; SENP8 inh: 0.3; 697 NFkB inh: 10.6

Results for COc1ccc(-c2nc(CSCC(=O)NCc3ccc4c(c3)OCO4)c(C)o2)cc1OC ?
UBC13 polyUb: 3.7; Jurkat NFkB inh: -1.6; Apaf1 inhib: -0.9; Gli-Sufu block: -23.4; CCR6 antagonist: 13.2; EBI2 antag: -6.7; SENP8 inh: 10.3; 697 NFkB inh: 1.8

The listing, repeating the preview:
How did Cc1ccc(-n2c(SCC(=O)N3c4ccccc4Sc4ccccc43)nnc2-c2ccncc2)cc1 do in these assays?
UBC13 polyUb: 8.1; Jurkat NFkB inh: 12.6; Apaf1 inhib: 25.4; Gli-Sufu block: 15.3; CCR6 antagonist: 22.4; EBI2 antag: 27.3; SENP8 inh: 0.3; 697 NFkB inh: 10.6

Results for COc1ccc(-c2nc(CSCC(=O)NCc3ccc4c(c3)OCO4)c(C)o2)cc1OC ?
UBC13 polyUb: 3.7; Jurkat NFkB inh: -1.6; Apaf1 inhib: -0.9; Gli-Sufu block: -23.4; CCR6 antagonist: 13.2; EBI2 antag: -6.7; SENP8 inh: 10.3; 697 NFkB inh: 1.8

How did CCN(CC)S(=O)(=O)c1ccc(N2CCOCC2)c(NC(=O)CCOc2ccccc2)c1 do in these assays?
UBC13 polyUb: -0.1; Jurkat NFkB inh: -0.9; Apaf1 inhib: -5.8; Gli-Sufu block: 6.1; CCR6 antagonist: 12.1; EBI2 antag: -8.0; SENP8 inh: -6.8; 697 NFkB inh: 0.7

How did COc1ccc(C(C)=O)cc1CSCCC#N do in these assays?
UBC13 polyUb: 3.5; Jurkat NFkB inh: -3.9; Apaf1 inhib: 3.6; Gli-Sufu block: 1.0; CCR6 antagonist: 4.0; EBI2 antag: 3.0; SENP8 inh: 8.0; 697 NFkB inh: 16.4

What do the screens show for `Cc1cccc(NC(=O)NNC(=O)c2ccc(C)c([N+](=O)[O-])c2)c1`?
UBC13 polyUb: 6.9; Jurkat NFkB inh: 6.8; Apaf1 inhib: -18.1; Gli-Sufu block: -4.3; CCR6 antagonist: 7.9; EBI2 antag: -6.9; SENP8 inh: 0.5; 697 NFkB inh: 8.7

What do the screens show for `COc1ccccc1NS(=O)(=O)c1ccc(N2CCOCC2)c(NC(=O)c2ccco2)c1`?
UBC13 polyUb: 4.8; Jurkat NFkB inh: 1.2; Apaf1 inhib: -15.1; Gli-Sufu block: -8.6; CCR6 antagonist: 0.5; EBI2 antag: -1.7; SENP8 inh: 5.8; 697 NFkB inh: -7.2

What do the screens show for `CCOC(=O)c1sc(SCc2ccccc2)c2c1CC(C)(C)CC2=O`?
UBC13 polyUb: 0.1; Jurkat NFkB inh: 11.0; Apaf1 inhib: 15.1; Gli-Sufu block: 14.0; CCR6 antagonist: 13.2; EBI2 antag: 22.3; SENP8 inh: -4.0; 697 NFkB inh: -21.7

What do the screens show for `COc1cccc(NC(=O)c2cc([N+](=O)[O-])ccc2NCc2cccnc2)c1`?
UBC13 polyUb: -10.9; Jurkat NFkB inh: 9.6; Apaf1 inhib: 1.0; Gli-Sufu block: 18.3; CCR6 antagonist: 18.6; EBI2 antag: 11.9; SENP8 inh: -4.7; 697 NFkB inh: 11.1

How did C=C(C)Cn1c(CCNC(=O)c2ccco2)nc2ccccc21 do in these assays?
UBC13 polyUb: 8.6; Jurkat NFkB inh: -3.9; Apaf1 inhib: -0.3; Gli-Sufu block: 44.5; CCR6 antagonist: 2.5; EBI2 antag: -6.3; SENP8 inh: 0.0; 697 NFkB inh: 13.1

How did O=S(=O)(NCCc1ccncc1)c1ccccc1 do in these assays?
UBC13 polyUb: -13.3; Jurkat NFkB inh: -20.8; Apaf1 inhib: 2.3; Gli-Sufu block: 47.5; CCR6 antagonist: 0.8; EBI2 antag: -10.2; SENP8 inh: -2.8; 697 NFkB inh: -11.4

How did COCC1=C(C(=O)OC)C(c2ccco2)n2ncnc2N1 (stereo not drawn) do in these assays?
UBC13 polyUb: -2.9; Jurkat NFkB inh: 2.6; Apaf1 inhib: 1.4; Gli-Sufu block: 7.8; CCR6 antagonist: 2.5; EBI2 antag: 6.0; SENP8 inh: -6.7; 697 NFkB inh: -5.9

How did Cc1ccccc1Nc1nc(N)nc(COC(=O)/C=C/c2ccco2)n1 do in these assays?
UBC13 polyUb: -12.6; Jurkat NFkB inh: -0.6; Apaf1 inhib: 7.0; Gli-Sufu block: -9.9; CCR6 antagonist: -4.8; EBI2 antag: -3.6; SENP8 inh: -8.8; 697 NFkB inh: -22.0

What do the screens show for `CCCn1nc2cc(C(=O)NCc3ccc(OC(F)(F)F)cc3)ccc2c1OCC`?
UBC13 polyUb: 19.4; Jurkat NFkB inh: -0.1; Apaf1 inhib: 9.8; Gli-Sufu block: 25.1; CCR6 antagonist: 3.1; EBI2 antag: 12.2; SENP8 inh: -6.5; 697 NFkB inh: -19.2

Results for OCCC1CN(Cc2ccc(F)cc2)CCN1CCCc1ccccc1 (stereo not drawn) ?
UBC13 polyUb: 5.6; Jurkat NFkB inh: -5.1; Apaf1 inhib: -0.9; CCR6 antagonist: 10.9; EBI2 antag: -6.8; SENP8 inh: -3.7; 697 NFkB inh: 3.3

Results for CC(C)c1ccc(S(=O)(=O)N(C)C2(C)CCS(=O)(=O)C2)cc1 (stereo not drawn) ?
UBC13 polyUb: 0.8; Jurkat NFkB inh: 9.3; Apaf1 inhib: 0.9; Gli-Sufu block: -1.5; CCR6 antagonist: 3.0; EBI2 antag: 6.8; SENP8 inh: -3.7; 697 NFkB inh: 11.2

Results for CCOC(=O)N1CCN(C(=O)CCn2c(=S)[nH]c3cc(OCC)c(OCC)cc3c2=O)CC1 ?
UBC13 polyUb: 6.9; Jurkat NFkB inh: -1.0; Apaf1 inhib: -18.8; SENP8 inh: -4.8; 697 NFkB inh: 18.2

How did Cc1ccc(C)c(NC(=O)Cn2nc(C)c3ccccc3c2=O)c1 do in these assays?
UBC13 polyUb: -7.5; Jurkat NFkB inh: 7.6; Apaf1 inhib: -0.3; Gli-Sufu block: 10.1; CCR6 antagonist: 9.1; EBI2 antag: -8.6; SENP8 inh: -6.3; 697 NFkB inh: 13.3

What do the screens show for `COc1ccc(/C=N/N=C2/C(=O)Nc3ccccc32)cc1O`?
UBC13 polyUb: -83.3; Jurkat NFkB inh: 10.8; Apaf1 inhib: 22.9; Gli-Sufu block: 58.7*; CCR6 antagonist: 8.1; EBI2 antag: -2.6; SENP8 inh: 10.0; 697 NFkB inh: 17.3

Results for Cc1ccc(-c2ccc3nnc(SCC(N)=O)n3n2)cc1 ?
UBC13 polyUb: 21.8; Jurkat NFkB inh: 12.7; Apaf1 inhib: -16.7; Gli-Sufu block: 1.8; CCR6 antagonist: -4.6; EBI2 antag: 2.0; SENP8 inh: 4.7; 697 NFkB inh: 20.5

Results for CC(C)NS(=O)(=O)c1ccc(OCC(=O)N2CCN(c3ccccc3)CC2)cc1 ?
UBC13 polyUb: -3.0; Jurkat NFkB inh: -17.3; Apaf1 inhib: -2.7; Gli-Sufu block: 1.0; CCR6 antagonist: 8.0; EBI2 antag: -4.1; SENP8 inh: 5.4; 697 NFkB inh: 13.0

How did O=C(NC1CCCCCC1)C1c2ccccc2C(=O)N1Cc1cccs1 (stereo not drawn) do in these assays?
UBC13 polyUb: 9.1; Jurkat NFkB inh: 9.0; Apaf1 inhib: 6.5; Gli-Sufu block: 5.1; CCR6 antagonist: 3.8; EBI2 antag: -2.2; SENP8 inh: -1.7; 697 NFkB inh: 6.6

How did Cc1cc(OCC(=O)Nc2ccncc2)ccc1[N+](=O)[O-] do in these assays?
UBC13 polyUb: -11.2; Jurkat NFkB inh: -3.2; Apaf1 inhib: -1.7; Gli-Sufu block: -2.9; CCR6 antagonist: -13.9; EBI2 antag: 3.8; SENP8 inh: 8.2; 697 NFkB inh: -21.9

Results for COc1ccc(CC2(CO)CCN(C(C)COc3ccccc3)CC2)cc1 (stereo not drawn) ?
UBC13 polyUb: 4.6; Jurkat NFkB inh: 11.7; Apaf1 inhib: -1.1; Gli-Sufu block: 20.3; CCR6 antagonist: 18.0; EBI2 antag: 6.7; SENP8 inh: 10.3; 697 NFkB inh: 20.1

How did O=C(Cn1nc(-c2ccccc2)c2ccccc2c1=O)Nc1ccc(O)cc1 do in these assays?
UBC13 polyUb: -9.9; Jurkat NFkB inh: -3.4; Apaf1 inhib: 1.2; Gli-Sufu block: 0.6; CCR6 antagonist: 14.4; EBI2 antag: 2.4; SENP8 inh: -12.2; 697 NFkB inh: 12.3

Results for CCCCc1ccc(NC(=S)NCCCN2CCOCC2)cc1 ?
UBC13 polyUb: 5.7; Jurkat NFkB inh: -24.4; Apaf1 inhib: 7.9; Gli-Sufu block: 29.6; CCR6 antagonist: 2.0; EBI2 antag: -15.8; SENP8 inh: -3.4; 697 NFkB inh: -13.8

How did CN(CC(=O)Nc1ccccc1Br)C(=O)CN1CCN(Cc2ccc(Cl)cc2)CC1 do in these assays?
UBC13 polyUb: 19.8; Jurkat NFkB inh: 0.7; Apaf1 inhib: -6.1; Gli-Sufu block: -6.4; CCR6 antagonist: 0.4; EBI2 antag: -6.0; SENP8 inh: 1.4; 697 NFkB inh: -0.8

Results for CCC(CC)=C(C#N)C(=O)NC1CCCCC1 ?
UBC13 polyUb: -9.6; Jurkat NFkB inh: -24.2; Apaf1 inhib: 17.2; Gli-Sufu block: 1.4; CCR6 antagonist: -1.2; EBI2 antag: -3.2; SENP8 inh: -5.1; 697 NFkB inh: 18.2

Results for CCOc1ccc(NC2=C(Cl)C(=O)N(C3CCCCC3)C2=O)cc1 ?
UBC13 polyUb: -13.7; Jurkat NFkB inh: 35.6; Apaf1 inhib: -16.0; Gli-Sufu block: 7.8; CCR6 antagonist: 1.7; EBI2 antag: 6.7; SENP8 inh: 1.7; 697 NFkB inh: -51.9

How did O=c1[nH]c(Nc2ccccc2)cc2cc(Br)ccc12 do in these assays?
UBC13 polyUb: -68.2; Jurkat NFkB inh: -7.9; Apaf1 inhib: 97.9*; Gli-Sufu block: -5.2; CCR6 antagonist: 8.1; EBI2 antag: -11.0; SENP8 inh: 96.5*; 697 NFkB inh: 15.5

What do the screens show for `NS(=O)(=O)c1cc(C(=O)OCC(=O)NC2CCCCCCC2)ccc1Cl`?
UBC13 polyUb: -3.6; Jurkat NFkB inh: -17.9; Apaf1 inhib: 0.4; Gli-Sufu block: -3.2; CCR6 antagonist: 14.1; EBI2 antag: -4.3; SENP8 inh: -10.4; 697 NFkB inh: -8.4

What do the screens show for `Cc1ccc(C)c(N2N=C(C(=O)O)CCC2=O)c1`?
UBC13 polyUb: 3.3; Jurkat NFkB inh: -4.3; Apaf1 inhib: -13.4; Gli-Sufu block: 2.3; CCR6 antagonist: 5.2; EBI2 antag: -10.4; SENP8 inh: 1.7; 697 NFkB inh: 23.6

What do the screens show for `Cc1ccc(NS(=O)(=O)c2cc(Br)cnc2N)c(Cl)c1`?
UBC13 polyUb: -6.5; Jurkat NFkB inh: 8.7; Apaf1 inhib: 3.6; Gli-Sufu block: 0.9; CCR6 antagonist: 3.7; EBI2 antag: -10.7; SENP8 inh: 7.8; 697 NFkB inh: -20.3

What do the screens show for `Cc1[nH]c2ccccc2c1SCc1n[nH]c(=S)n1C`?
UBC13 polyUb: 1.1; Jurkat NFkB inh: 0.3; Apaf1 inhib: -7.5; Gli-Sufu block: 5.0; CCR6 antagonist: 1.1; EBI2 antag: 5.4; SENP8 inh: -12.0; 697 NFkB inh: -6.7

Results for O=[N+]([O-])c1cc(S(=O)(=O)N2CCCC2)ccc1N/N=C/c1ccccn1 ?
UBC13 polyUb: -43.6; Jurkat NFkB inh: -6.5; Apaf1 inhib: -3.1; Gli-Sufu block: -14.0; CCR6 antagonist: -4.2; EBI2 antag: -11.0; SENP8 inh: -12.1; 697 NFkB inh: 6.4
